Cardio protect: protects H9c2 cardiomyocytes from peroxide injury | H2O2 injury protection, ATPLite, 2 h | protection from H2O2 cell death, % at 20 µM | actives 0.63% (n = 360,000);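 active = compounds giving at least 50% protection of heart cells from peroxide-induced death in the single-dose screen, raw or plate-pattern-corrected value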;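 also: 0% = DMSO wells with peroxide and 100% = DMSO wells without peroxide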
NR2E3 ag-1: NR2E3 (human) agonism | GST-NR2E3/biotin-RetCOR TR-FRET, 1536-well | AID 2300 | actives 0.12% (n = 320,000) | inhibition of corepressor binding, % at 4.78 µM | Q9Y5X4;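 active = percent inhibition above the cutoff of mean plus 3 SD of all tested compounds, set per screening campaign, cut at about 20% in these data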;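 also: 0% = DMSO wells and 100% = biotin wells as full block of FRET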
Target sequence (Q9Y5X4 whole entry, looked up): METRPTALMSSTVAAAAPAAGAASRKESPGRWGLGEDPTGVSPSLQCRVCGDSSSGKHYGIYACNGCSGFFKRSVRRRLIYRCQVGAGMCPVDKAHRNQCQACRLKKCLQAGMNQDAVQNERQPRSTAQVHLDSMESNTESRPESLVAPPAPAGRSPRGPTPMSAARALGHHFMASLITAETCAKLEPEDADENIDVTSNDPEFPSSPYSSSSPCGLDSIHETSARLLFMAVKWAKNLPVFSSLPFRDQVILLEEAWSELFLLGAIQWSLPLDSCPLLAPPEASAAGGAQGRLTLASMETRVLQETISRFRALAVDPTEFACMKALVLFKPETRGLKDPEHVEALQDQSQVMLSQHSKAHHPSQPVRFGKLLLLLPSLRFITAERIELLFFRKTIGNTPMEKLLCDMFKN
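Material: NR2E3–RetCOR corepressor complex / Amount: 1.35 nM GST-NR2E3 / Medium: Tris pH 7.5 / Compound: single nominal compound dose of 4.8 µM / Incubation: 5 h at 4 °C / Technique: TR-FRET, Eu(K)-anti-GST donor, streptavidin-D2 acceptor, ex 340, em 617/671 nm / Read-out basis: percent loss of FRET ratio relative to control wells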
Shn3 inh set2: inhibitors of Schnurri-3 3'UTR reporter in osteoblasts | inhibition, % at 12.5 µM | actives 0.52% (n = 360,000) | Clone20 osteoblast Shn3 3'UTR firefly luciferase, 24 h | AID 588674;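 active = mean inhibition of at least 75% with every replicate also reaching 75%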;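 also: 0% = median of neutral control wells and 100% = pilot-screen positive control compound; some compounds past the cut are filed as inactive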
CaV13 FRET inh: Primary screen for inhibitors of IQ motif and Ca2+-dependent inactivation inhibitor domain binding in CACNA1D, Förster resonance energy transfer in living cells, …; HEK cells, CFP/YFP FRET ICDI-IQ, plate reader, 10 min; percent FRET-ratio fall versus neutral wells; inhibition, % at 12.3 µM; actives 0.098% (n = 340,000);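 active = mean replicate inhibition of at least 30% and at least 1% of replicates passing that level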;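 also: 0% = median of the neutral control wells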
HTR2A ag: activates the mouse 5-HT2A serotonin receptor; P35363; CHO-K1 mHTR2A beta-arrestin complementation, luminescence; percent of 30 µM serotonin response; activation, % at 7.6 µM; actives 0.66% (n = 360,000); AID 624169;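 active = activation above a run cutoff, the mean activation of all tested compounds plus 3 SD, cut at about 14% in these data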;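 also: 0% = plate median of compound wells and 100% = 30 µM serotonin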
Target sequence (P35363 whole entry, looked up): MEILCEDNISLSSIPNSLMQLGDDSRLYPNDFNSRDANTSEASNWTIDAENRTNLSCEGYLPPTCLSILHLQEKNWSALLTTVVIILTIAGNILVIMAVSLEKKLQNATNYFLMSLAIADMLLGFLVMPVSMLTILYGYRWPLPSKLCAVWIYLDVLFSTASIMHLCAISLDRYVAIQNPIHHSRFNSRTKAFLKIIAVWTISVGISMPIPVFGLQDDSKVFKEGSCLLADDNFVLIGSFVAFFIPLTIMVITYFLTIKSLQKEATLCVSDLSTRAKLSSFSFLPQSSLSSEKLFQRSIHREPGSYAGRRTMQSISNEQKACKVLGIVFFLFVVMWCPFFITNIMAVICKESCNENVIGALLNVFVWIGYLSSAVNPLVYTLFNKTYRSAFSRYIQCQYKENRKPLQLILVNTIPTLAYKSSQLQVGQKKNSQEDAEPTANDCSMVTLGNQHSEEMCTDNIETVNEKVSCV
NR2E3 ag-2: human photoreceptor-specific nuclear receptor agonism | AID 602229 | Q9Y5X4 | actives 0.35% (n = 360,000) | inhibition of corepressor binding, % at 3.98 µM | CHO-S Gal4-NCOR/VP16-NR2E3 two-hybrid, luciferase;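 active = inhibition above the mean of all tested compounds plus 3 SD, cut at about 70% in these data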;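 also: 0% = DMSO with NR2E3 transfected cells and 100% = cells lacking NR2E3 construct; higher means lower luciferase signal from less NR2E3 corepressor binding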
PDI inh: inhibitors of human protein disulfide isomerase; inhibition, % at 10 µM; PDI insulin aggregation turbidity, A650, 90 min; P07237; actives 0.052% (n = 350,000);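 active = mean inhibition across replicates of 30% or more, whatever share of single replicates reach that level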;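 also: absorbance from insulin aggregation driven by PDI reduction with DTT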
MITF TRPM1 inh: reduces MITF-dependent TRPM1 promoter luciferase signal; actives 0.83% (n = 330,000); inhibition, % at 12.5 µM; SK-MEL-5 TRPM1 promoter luciferase, 24 h;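 active = mean inhibition across replicates of 60% or more, whatever share of single replicates reaches that level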; also: values of inactives mirror those of a sister screen read the other way
iPSC survival up: hiPSC single-cell survival enhancement; survival enhancement, % at 20 µM; AID 602274; actives 0.044% (n = 360,000); ATPlite luminescence; 100% = ROCK inhibitor wells, 0% = DMSO; in the data active = survival enhancement above about 18%;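 also: cells exposed to compounds for 16 hours before the ATP read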
Peg3 prom inh: inhibitors of Peg3 promoter; AID 588405; HeLa PEG-Prom luciferase reporter, luminescence, overnight; inhibition, % at 20 µM; actives 1.7% (n = 360,000);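 active = inhibition of at least 50% at 20 µM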
HIF-2a block: inhibitors of HIF-2a. 786-0 RCC cells HIF-2a reporter, luciferase luminescence, overnight. inhibition, % at 18.8 µM. actives 0.72% (n = 360,000). AID 624352;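 active = inhibition of the luminescence signal of 40% or more relative to plate controls, in a single-dose primary screen at 18.75 µM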
An asterisk follows results filed as active; · = no result given.

1: C=CCN(C(=O)Nc1ccccc1)C1CC(=O)N(c2ccc(OC)cc2)C1=O (stereo unspecified)
2: O=C(NC1CCN(C(=S)NCc2ccco2)CC1)C12CC3CC(CC(C3)C1)C2
3: O=C(NCCCN1CCCC1=O)NC1CCCCC1
4: O=C(O)C1=C(C(=O)O)C2C=CC1C2
5: NC(=O)C1CCN(S(=O)(=O)c2cccc(S(=O)(=O)N3CCCCC3)c2)CC1
6: COC[C@H]1CCCN1c1ccc2c(c1)O[C@H](COCc1ccccc1)CN([C@H](C)c1ccccc1)S2(=O)=O
7: CCOc1ccc2c(c1)-c1c(ssc1=S)C(C)(C)N2C(=O)c1ccco1
8: CCOC(=O)c1ccc2[nH]c3ccccc3c2c1
compound no.	1	2	3	4	5	6	7	8
Cardio protect	-1	4	6	0	3	·	-10	-8
NR2E3 ag-1	0	1	7	·	-1	·	-2	0
Shn3 inh set2	11	-1	-4	13	-9	·	14	-28
CaV13 FRET inh	-9	-5	-5	-6	·	-7	-19	·
HTR2A ag	5	-2	2	-5	2	11	-2	0
NR2E3 ag-2	-1	-10	-7	22	2	-6	-36	-45
PDI inh	6	-6	5	-3	4	·	-5	·
MITF TRPM1 inh	15	2	2	0	-3	·	43	-44
iPSC survival up	-3.2	1.7	0.1	-0.7	3.7	-1.2	-1.9	2.5
Peg3 prom inh	-4	26	-9	-24	7	·	31	-223
HIF-2a block	-2	15	19	4	-1	-4	17	-164

9: COc1ccc(NC(=O)c2cc(CN3C(=O)c4ccccc4C3=O)ccc2OC)cn1
10: CCCn1nnnc1NC(=O)COc1ccc(Cl)cc1C
11: CNC(=S)N(Cc1ccccc1)Cc1cccnc1
12: O=C(O)Cn1cc(/C=C/[N+](=O)[O-])c2ccccc21
13: CCCc1nc(SCC(=O)Nc2cc(C)on2)c2c(=O)n(C)c(=O)n(C)c2n1
14: CC(C)=CC(=O)Nc1nc2ccc([N+](=O)[O-])cc2s1
15: CC(=O)c1ccc2c3c(cccc13)C(=O)N(c1c(C)nn(C)c1C)C2=O
16: Fc1ccccc1Cn1nnc2c(NCCc3ccccn3)ncnc21
compound no.	9	10	11	12	13	14	15	16
Cardio protect	-4	10	4	2	-6	-6	1	7
NR2E3 ag-1	1	0	0	4	-4	·	-2	3
Shn3 inh set2	-6	16	1	8	46	-55	4	-6
CaV13 FRET inh	-4	·	-6	-3	-6	-5	-6	1
HTR2A ag	-4	1	5	-2	-2	-1	-1	-1
NR2E3 ag-2	-36	-18	-15	-10	-12	4	-20	-22
PDI inh	0	0	-9	-5	·	-16	5	-1
MITF TRPM1 inh	14	-8	-5	3	·	4	4	-10
iPSC survival up	-1.0	-0.2	-0.5	3.5	-1.2	-3.7	0.1	2.9
Peg3 prom inh	16	10	14	4	16	-68	19	2
HIF-2a block	10	1	16	13	1	-150	12	-21

Results in MITF TRPM1 inh (3 entries from above):
No.	smiles	MITF TRPM1 inh
10	CCCn1nnnc1NC(=O)COc1ccc(Cl)cc1C	-8
11	CNC(=S)N(Cc1ccccc1)Cc1cccnc1	-5
12	O=C(O)Cn1cc(/C=C/[N+](=O)[O-])c2ccccc21	3

2 records drawn at random from those above:
10: CCCn1nnnc1NC(=O)COc1ccc(Cl)cc1C
11: CNC(=S)N(Cc1ccccc1)Cc1cccnc1
compound no.	10	11
Cardio protect	10	4
NR2E3 ag-1	0	0
Shn3 inh set2	16	1
CaV13 FRET inh	·	-6
HTR2A ag	1	5
NR2E3 ag-2	-18	-15
PDI inh	0	-9
MITF TRPM1 inh	-8	-5
iPSC survival up	-0.2	-0.5
Peg3 prom inh	10	14
HIF-2a block	1	16

Reprinted, compounds 15–16
15: CC(=O)c1ccc2c3c(cccc13)C(=O)N(c1c(C)nn(C)c1C)C2=O
16: Fc1ccccc1Cn1nnc2c(NCCc3ccccn3)ncnc21
compound no.	15	16
Cardio protect	1	7
NR2E3 ag-1	-2	3
Shn3 inh set2	4	-6
CaV13 FRET inh	-6	1
HTR2A ag	-1	-1
NR2E3 ag-2	-20	-22
PDI inh	5	-1
MITF TRPM1 inh	4	-10
iPSC survival up	0.1	2.9
Peg3 prom inh	19	2
HIF-2a block	12	-21

The listing continues.
17: COc1cc(C(=O)NCC(c2cccnc2)N2CCN(c3ccc(F)cc3)CC2)cc(OC)c1OC (stereo unspecified)
18: Cc1ccc(-c2cc(C(=O)Nc3ccc(S(=O)(=O)Nc4nc(C)cc(C)n4)cc3)c3ccccc3n2)cc1
19: Cc1cc([N+](=O)[O-])c(-c2ccc(/C=N/n3cnnc3)o2)cc1Cl
20: C[C@H]1CCC[C@]2(O[C@@H](CCO)C[C@H](O)[C@H]2O)O1
21: COCCn1c(N)c(N(Cc2ccccc2)C(=O)Cc2c(Cl)cccc2Cl)c(=O)[nH]c1=O
22: Cc1ccc(NC(=O)c2cc(=O)c3ccccc3o2)cc1
23: COc1ccc(N2CCN(C(=O)c3cc([N+](=O)[O-])ccc3N3CCN(CCO)CC3)CC2)cc1
24: CCc1cccc(CC)c1NC(=O)CNCc1cccs1
compound no.	17	18	19	20	21	22	23	24
Cardio protect	6	-2	2	0	-7	13	0	0
NR2E3 ag-1	1	2	0	5	4	-2	1	·
Shn3 inh set2	15	-11	9	4	3	-59	-10	1
CaV13 FRET inh	-3	-7	-7	-8	2	-5	·	-3
HTR2A ag	1	0	4	0	4	-3	-2	-2
NR2E3 ag-2	-14	-15	-8	-5	-38	-26	31	-3
PDI inh	-4	-1	6	0	-1	2	-1	1
MITF TRPM1 inh	-2	5	-1	-3	5	-37	2	-12
iPSC survival up	-2.2	-0.2	1.2	4.8	1.5	0.2	0.1	-0.4
Peg3 prom inh	-1	4	5	-10	6	-196	8	14
HIF-2a block	21	-7	-9	6	17	-203	9	9

25: NC1=NCC(O)=C1c1nc2ccccc2[nH]1
26: O=C(CN(c1ccccn1)S(=O)(=O)c1ccccc1)N/N=C/c1cccc([N+](=O)[O-])c1
27: O=[N+]([O-])c1ccc(S(=O)(=O)NN=CCCc2ccccc2)cc1
28: O=C(NCCN1CCN(c2ccccc2)CC1)Nc1cccc(Cl)c1
29: CC(=O)Nc1ccc(S(=O)(=O)NCCSCc2cccc(Cl)c2)cc1
30: Cc1ccc(C(=O)NCc2ccc3c(c2)OCO3)cc1N1CCCC1=O
31: O=C(Nc1ccc(-c2cn3ccccc3n2)cc1)c1cccs1
32: COc1cccc(-c2nc3ccc(O)cc3c(=O)o2)c1
compound no.	25	26	27	28	29	30	31	32
Cardio protect	1	-4	-4	-4	-6	-3	-20	-2
NR2E3 ag-1	-1	-1	·	-1	-4	0	1	4
Shn3 inh set2	8	-18	6	3	78	-11	-54	13
CaV13 FRET inh	-2	-9	-10	-1	-14	-10	-7	-8
HTR2A ag	-2	-2	-1	2	-7	1	-1	3
NR2E3 ag-2	-5	-4	-15	-6	-10	0	-72	-8
PDI inh	-3	-3	2	-1	6	·	-9	-38
MITF TRPM1 inh	-3	4	6	-7	15	·	-20	-1
iPSC survival up	-0.2	-0.9	2.6	0.7	-0.5	1.1	-3.5	2.6
Peg3 prom inh	10	-3	13	28	15	7	-79	14
HIF-2a block	-3	12	-4	24	14	4	-251	-3

33: CC1=NN(Cc2cc(C(C)(C)C)c(O)c(C(C)(C)C)c2)C(=O)C1
34: CNC(=S)/N=C(\Nc1ccc(C)cc1)c1ccccc1
35: Oc1ccccc1C=NN=Cc1ccccc1Cl
36: Cc1ccc(NC(=O)c2ccccc2Cl)cc1-n1cnnn1
37: O=C(Nc1ccc(F)cc1)Nc1ccc(N2CCOCC2)c2nonc12
38: COc1cc(CCCN2C(=O)C(=O)NC[C@@H]2CC2CCCCC2)cc(OC)c1OC
39: CCOC(=O)c1c(C)[nH]c(C(=O)COC(=O)c2ccc(O)cc2O)c1C
40: CC(C)C(NC(=O)c1ccc(F)cc1)C(=O)N1CCC1 (stereo unspecified)
compound no.	33	34	35	36	37	38	39	40
Cardio protect	-7	1	-15	-1	7	-2	-1	7
NR2E3 ag-1	0	-3	·	4	3	3	4	5
Shn3 inh set2	1	4	-28	-11	-80	19	3	1
CaV13 FRET inh	-19	-5	-12	-4	-5	-10	-5	-3
HTR2A ag	-4	-1	8	3	1	-5	4	2
NR2E3 ag-2	-3	-23	3	-22	-13	3	-10	-19
PDI inh	3	-2	11	4	-3	15	8	2
MITF TRPM1 inh	-10	·	-18	-10	-94	-4	-30	18
iPSC survival up	0.4	-0.6	6.3	0.4	1.3	-0.7	-0.3	4.9
Peg3 prom inh	-2	-15	-327	17	-210	19	-57	6
HIF-2a block	11	-28	-180	4	-217	11	7	11

41: CCn1ncc([N+](=O)[O-])c1C(=O)Nc1c(C)cccc1C
42: O=C(CNS(=O)(=O)c1ccccc1)NCC(=O)OCc1ccc(C(=O)c2ccccc2)cc1
43: Cc1ccc(-c2nnc(NC3CCCCC3)c3ccccc23)cc1S(=O)(=O)N1CCN(C)CC1
44: COc1ccc(C(=S)N2CCOCC2)cc1OS(=O)(=O)c1ccccc1[N+](=O)[O-]
45: Cn1ncc2c(NNC(=O)c3ccccc3Cl)ncnc21
46: Cc1cc(C)nc(NC2=NCC(=O)N2CCc2c[nH]c3ccccc23)n1
47: Cc1cc(NC(=O)CCC(=O)N(Cc2cccs2)C(C)(C)C(=O)NC2CCCCC2)no1
48: Cc1cc(/C(O)=C2\C(=O)C(=O)N(CCN(C)C)C2c2ccncc2)ccc1OCc1ccccc1 (stereo unspecified)
compound no.	41	42	43	44	45	46	47	48
Cardio protect	8	-5	14	2	-7	16	6	5
NR2E3 ag-1	·	2	0	2	0	3	0	2
Shn3 inh set2	-3	17	17	-13	-12	11	-8	0
CaV13 FRET inh	-3	-4	-9	-15	-18	-6	-3	-4
HTR2A ag	4	2	-7	-5	-1	7	-2	5
NR2E3 ag-2	-11	-33	1	-36	-2	0	-27	2
PDI inh	-5	2	4	-4	-1	-6	-19	8
MITF TRPM1 inh	·	2	2	17	4	-17	-11	2
iPSC survival up	-0.7	-1.0	-2.2	-0.1	-1.4	0.2	0.2	-0.8
Peg3 prom inh	-11	-9	12	6	5	-64	-6	4
HIF-2a block	-1	2	32	7	15	-10	1	20

49: Cc1cc(C(=O)OCC(=O)NC2CCCCC2)c(C)o1
50: Cc1cccc(OCCCN2CCCCCC2)c1
51: CCN(CC)C(=O)/C(=C\c1ccc2c(c1)OCO2)NC(=O)c1ccc(Br)cc1
52: COCc1cc(C)nc(N)c1C#N
53: COc1ccc(N2CCN(C(=O)c3oc4ccccc4c3C)CC2)cc1
54: COCCCNC(=O)CN(c1cc(OC)ccc1OC)S(=O)(=O)c1ccccc1
compound no.	49	50	51	52	53	54
Cardio protect	4	-5	-2	2	0	-17
NR2E3 ag-1	-1	4	1	2	2	4
Shn3 inh set2	-13	-7	-5	5	-5	-1
CaV13 FRET inh	-5	·	-5	0	-6	-2
HTR2A ag	-7	6	0	-1	1	4
NR2E3 ag-2	3	-6	-28	-12	3	8
PDI inh	4	-7	-1	-13	2	0
MITF TRPM1 inh	-16	1	19	-5	17	3
iPSC survival up	1.2	0.9	5.6	6.5	0.0	1.5
Peg3 prom inh	-11	11	11	9	20	6
HIF-2a block	-9	8	7	9	6	16

Screens from PubChem.
